# CSN inh = blocks human CSN-mediated cullin deneddylation | Q92905 | Purified CSN, SCF-Nedd8-OG deneddylation, fluorescence polarization | inhibition, % at 12.5 µM | 0.38% of 360,000 active;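 active means pattern-corrected inhibition above about 35%, with an unprinted fluorescence ratio check between 0.5 and 1.5, limit read from the data, passing the limit was not always enough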;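 further: 0% = enzyme with substrate and 100% = substrate without enzyme; some results filed as inactive read as strong as hits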
#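 test system = HEK293T-derived human Csn5 enzyme | amount = 0.24 nM Csn5 enzyme, final concentration | medium = Tris/NaCl/DTT buffer, pH 7.5 | schedule = 90 min reaction at room temperature | signal = FP | evaluation = inhibition of Csn5 cleavage, % | compound dosing = single dose of 12.5 µM compound with 0.25% DMSO | probe or stimulus = 10 nM SCFSkp2-Nedd8OG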
# LMPTP block = blocks human LMPTP phosphatase; P24666; recombinant LMPTP-A, OMFP fluorogenic substrate, fluorescence intensity; 0.22% of 360,000 active; inhibition, % at 20 µM;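 active means compounds that cut the enzyme signal by at least half of the control window in the single-dose screen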;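 further: plate controls were DMSO wells with enzyme plus substrate for no effect and substrate without enzyme for full effect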
#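 Material: LMPTP-A; amount: 0.625 nM enzyme; doses: single 20 µM dose; times: reaction 50 min, room temperature, dark; technique: fluorescence intensity of OMFP turnover product; benchmarks: no-enzyme and uninhibited controls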
# STEP block = inhibitors of human striatal-enriched phosphatase STEP. inhibition, % at 20 µM. recombinant STEP, OMFP fluorogenic substrate, fluorescence. 0.25% of 360,000 active;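 active means inhibition at 20 µM, scaled per plate between control wells, above about 37%, limit read from the data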;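 further: 0% = DMSO with enzyme and substrate and 100% = substrate only without enzyme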
# Target sequence (P54829 whole entry, looked up): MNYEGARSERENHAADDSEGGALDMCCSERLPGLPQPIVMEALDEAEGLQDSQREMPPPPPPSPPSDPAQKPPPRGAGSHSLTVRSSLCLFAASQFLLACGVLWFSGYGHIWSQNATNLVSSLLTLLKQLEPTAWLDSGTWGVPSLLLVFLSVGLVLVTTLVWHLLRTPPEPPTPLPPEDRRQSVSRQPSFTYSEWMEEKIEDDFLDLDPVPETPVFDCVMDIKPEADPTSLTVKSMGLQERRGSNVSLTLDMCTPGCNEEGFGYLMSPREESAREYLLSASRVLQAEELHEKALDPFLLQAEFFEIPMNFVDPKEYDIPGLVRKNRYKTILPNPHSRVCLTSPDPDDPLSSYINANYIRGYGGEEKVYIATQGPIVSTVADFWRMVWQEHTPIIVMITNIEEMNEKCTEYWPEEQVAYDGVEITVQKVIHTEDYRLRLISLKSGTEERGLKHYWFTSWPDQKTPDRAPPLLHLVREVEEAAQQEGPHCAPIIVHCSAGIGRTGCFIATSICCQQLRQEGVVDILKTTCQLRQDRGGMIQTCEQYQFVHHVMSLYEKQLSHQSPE
#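 medium = Bis-Tris buffer pH 6.0, 2.5 mM DTT, 0.005% Tween 20 | test system = STEP (striatal-enriched tyrosine phosphatase) enzyme, cell-free | measure = normalized % inhibition | compound dosing = 20 µM, 1% DMSO | also added = 25 µM OMFP | schedule = reaction 20 min, ambient temperature | measured by = fluorescence read at 480 nm ex / 540 nm em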
# MLLE-PAM2 inh = inhibitors of microRNA-mediated deadenylation, human PABP1 MLLE binding. P11940. GST-MLLE / FITC-PAM2 fluorescence polarization. inhibition, % at 20 µM. 0.36% of 360,000 active. AID 588489; in the data active means inhibition above about 35%, passing the limit was not always enough;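 further: plate controls were DMSO wells with GST-MLLE for no effect and wells lacking GST-MLLE protein for full effect; some results filed as inactive read as strong as hits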
# DNMT1 block = DNMT1 (human) enzyme inhibition | inhibition (reported as % activation of signal), % at 10 µM | 0.83% of 360,000 active | P26358 | AID 588458 | DNMT1 molecular beacon, Hinp1I cleavage, fluorescence; in the data active means inhibition above about 50%
# Scp-1 inhibitor = blocks human Scp-1 phosphatase activity; Q9GZU7; Recombinant Scp1, phosphopeptide, malachite green phosphate absorbance; inhibition, % at 20 µM; 0.88% of 340,000 active; AID 493091;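 active means inhibition above about 50% at 20 µM, limit read from the data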;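 further: plate controls were DMSO wells with enzyme for no effect and wells lacking enzyme for full effect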
#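 System: SCP-1 catalytic domain; Reagent: Phospho 17-mer peptide substrate; Doses: one concentration, 20 µM, with 1.0% DMSO; Incubation: 45 min room-temperature reaction, 5 min colour, 30 min stabiliser; Signal: Phosphate-binding colour reagent, absorbance read at 630 nm.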
# NadD block = NadD (S. aureus) enzyme inhibition. purified NadD enzyme, colorimetric absorbance read-out. inhibition, % at 20 µM. 0.78% of 360,000 active; in the data active means inhibition above about 26%; further: some compounds past the cut are filed as inactive
# SUMO1 PPI mod = modulators of human SUMO1-mediated protein-protein interactions. P63165. SUMO1 binding to a labelled peptide, TR-FRET, 1 h. inhibition, % at 20 µM. 0.33% of 360,000 active; in the data active means inhibition above about 37%
# Target sequence (P63165 whole entry, looked up): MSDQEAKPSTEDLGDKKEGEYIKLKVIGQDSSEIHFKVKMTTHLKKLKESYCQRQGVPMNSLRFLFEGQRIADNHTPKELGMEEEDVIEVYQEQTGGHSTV
# Rpn11 inh = Rpn11 (human) deubiquitinase inhibition. O00487. human 26S proteasome, Ub4-pepOG fluorescence polarization; 20S core pre-blocked with epoxomicin. calls only at 20 µM. 0.59% of 360,000 active. AID 588493;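 active means inhibition at 20 µM, scaled to each plate's controls, above about 33%, limit read from the data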
# Target sequence (O00487 whole entry, looked up): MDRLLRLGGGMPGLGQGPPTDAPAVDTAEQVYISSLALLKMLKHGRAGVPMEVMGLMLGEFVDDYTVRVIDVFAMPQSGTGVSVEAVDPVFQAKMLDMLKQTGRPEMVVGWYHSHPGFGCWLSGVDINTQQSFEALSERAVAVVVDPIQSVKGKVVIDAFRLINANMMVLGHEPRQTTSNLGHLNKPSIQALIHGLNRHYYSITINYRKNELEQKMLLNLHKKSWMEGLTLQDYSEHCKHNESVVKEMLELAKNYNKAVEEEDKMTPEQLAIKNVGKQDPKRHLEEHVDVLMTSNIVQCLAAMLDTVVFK
# Tb MetRS inh = Trypanosoma brucei MetRS inhibition; purified T. brucei MetRS, ATP depletion, Kinase-Glo luminescence; inhibition, % at 11.9 µM; 0.4% of 360,000 active; AID 624268;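 active means inhibition above a per-plate cutoff of the control wells' mean inhibition plus 3 SD, cut at about 5.5% in these data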;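 further: 0% = DMSO wells median and 100% = median of wells with control inhibitor compound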
#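 Material – parasite MetRS enzyme · Medium – HEPES-MgCl2-KCl buffer plus DTT, spermine, BSA, pyrophosphatase · Reagent – ATP, methionine and E. coli bulk tRNA substrates · Times – 15 min enzyme-compound preincubation, 2 h reaction, 10 min detection, 25 °C · Measured by – luminescence of leftover ATP · Evaluation – percent inhibition relative to median high and low control wells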
# Numbers without * were called inactive; i = inactive; x = no result given. The list is partial; the hit share may differ from the screen's.
SMILES,CSN inh,LMPTP block,STEP block,MLLE-PAM2 inh,DNMT1 block,Scp-1 inhibitor,NadD block,SUMO1 PPI mod,Rpn11 inh,Tb MetRS inh
CCN1CCC2(CCNC2)C1 (stereo not given),-3,-8.6,-3,-11,3,3,3,-1,i,-0.8
O=C(CCNS(=O)(=O)c1ccccc1)Nc1ccc(Cl)cc1C(=O)c1ccccc1,0,1.1,-1,-3,-3,-16,-5,3,i,-0.6
C=CCN1C(=O)/C(=C/c2cc(C)n(-c3cccnc3)c2C)C(=O)NC1=S,-10,-0.7,-4,-8,6,-1,12,7,i,-0.6
CCOP(=O)(OCC)C(O)c1cccc([N+](=O)[O-])c1 (stereo not given),-5,0.4,-2,-3,0,4,-2,-11,i,-0.1
CC(C)C[C@H]1C(=O)N2CCCC2[C@]2(O)O[C@](NC(=O)[C@@H]3C=C4c5cccc6[nH]cc(c56)CC4N(C)C3)(C(C)C)C(=O)N12 (stereo not given in full),-37,8.3,-6,64,-46,-12,14,-6,i,-0.1
CN(C)C1(CNC(=O)Nc2ccc(Cl)c(Cl)c2)CCCCC1,-3,1.5,2,-2,3,-8,-9,-4,i,0.4
O=c1[nH]c(=S)n(C2CC2)c(O)c1/C=N/Nc1cccc2ccccc12,11,2.2,1,15,-27,-13,30*,0,i,1.0
COc1nc2ccccc2nc1N1CC1,-1,0.6,-1,4,-4,x,-4,4,i,-0.5
CSCCC(N=Cc1c(O)n(-c2ccc(Br)cc2)c(=O)[nH]c1=O)C(=O)OC(C)(C)C (stereo not given),7,-0.4,2,-8,-4,5,4,2,i,-1.0
O=P(C(Cl)Cl)(N1CCOCC1)N1CCOCC1,3,0.3,0,-4,-1,-5,2,1,i,0.0
COC(=NC1CCCC1)C(O)c1c[nH]c2ccccc12 (stereo not given),-3,-0.2,0,-5,-7,-1,2,2,i,-0.6
Cc1ccc(OP(=O)(Nc2cccc(C)c2)Oc2ccc(C)cc2)cc1,0,4.2,-2,9,-10,-13,6,4,i,-0.8
CCOC(=O)C(NC(=O)C(Cc1ccc(N(CCCl)CCCl)cc1)NC(C)=O)C(C)C (stereo not given),4,-1.3,0,24,3,-1,-2,-2,i,-0.9
COc1ccc(CN2C(=O)NC(=O)/C(=C\c3cc(OC)c(OC)c(OC)c3)C2=O)cc1,4,0.0,8,11,-2,1,1,0,i,-1.3
CC(C)C1CN1CC(O)Cn1ccnc1[N+](=O)[O-] (stereo not given),-7,-0.7,0,8,-2,x,0,-17,i,0.1

# 3 consecutive compounds from above, for reference:
SMILES,CSN inh,LMPTP block,STEP block,MLLE-PAM2 inh,DNMT1 block,Scp-1 inhibitor,NadD block,SUMO1 PPI mod,Rpn11 inh,Tb MetRS inh
CCOC(=O)C(NC(=O)C(Cc1ccc(N(CCCl)CCCl)cc1)NC(C)=O)C(C)C (stereo not given),4,-1.3,0,24,3,-1,-2,-2,i,-0.9
COc1ccc(CN2C(=O)NC(=O)/C(=C\c3cc(OC)c(OC)c(OC)c3)C2=O)cc1,4,0.0,8,11,-2,1,1,0,i,-1.3
CC(C)C1CN1CC(O)Cn1ccnc1[N+](=O)[O-] (stereo not given),-7,-0.7,0,8,-2,x,0,-17,i,0.1

# (next part)
SMILES,CSN inh,LMPTP block,STEP block,MLLE-PAM2 inh,DNMT1 block,Scp-1 inhibitor,NadD block,SUMO1 PPI mod,Rpn11 inh,Tb MetRS inh
CCCN1CCc2cc(O)cc3c2[C@H]1Cc1ccc(O)c(O)c1-3,7,20,7,11,-2,-9,7,2,i,0.1
c1ccc2c(c1)CN(Cc1ccc3c(c1)OCO3)Cc1cnnn1-2,3,-1.0,1,6,1,x,5,2,i,-0.1
Cc1cccc(-n2c(O)c(/C=N/Nc3nc4c(c(=O)n(C)c(=O)n4C)n3C)c(=O)[nH]c2=S)c1,-14,1.1,3,-19,-5,-2,5,1,i,-0.3
COc1ccc(CN2Cc3cnnn3-c3ccccc3C2C)cc1 (stereo not given),-1,-0.9,-2,18,5,-4,0,-2,i,0.8
Nc1ccccc1C(=O)OCCOc1ccccc1,-2,1.0,-4,-7,-2,8,-1,8,i,-1.4
COc1cc(C2c3cc4c(c(O)c3CC3COC(=O)C32)OCO4)cc(OC)c1OC (stereo not given),-1,-1.0,0,-9,3,0,-1,6,i,-0.5
O=C1CN=C(c2ccc(Cl)cc2)c2oc3ccccc3c2N1,3,-0.2,1,3,3,-6,-7,8,i,-0.8
COc1ccc2c(c1)C(c1ccc(N(CCCl)CCCl)cc1)=NCC2,-2,16,-2,-2,-1,9,3,-39,i,-0.1
CC(=O)N1Cc2cnnn2-c2ccccc2C1C#N (stereo not given),5,-4.4,0,6,5,-8,1,3,i,-0.5
O=C(c1cccc(Cl)c1)C1CCCN(Cc2cccc3cnccc23)C1 (stereo not given),-10,1.3,1,-16,-2,-6,10,-5,i,-1.1
C=CCN1C(=O)/C(=C/c2ccc3c(c2)CCCN3CCC)C(=O)NC1=S,11,0.0,0,-116,2,11,10,13,i,0.4
Cc1cc(C=O)c(C)n1C1CC1,-4,-0.5,0,-6,3,-7,-1,-1,i,0.5
CCN(CC)C(=O)c1ccc(NC(=O)COc2ccccc2F)cc1,-3,0.2,-3,5,-1,-6,-5,-1,i,-1.1
COc1ccc2[nH]cc(C(=O)CN(C)C)c2c1,5,-0.6,-1,-14,0,7,4,5,i,1.5
COC(=O)C1=C(c2ccc(F)cc2OCc2ccccc2)C[C@@H]2CC[C@H]1N2C(=O)NCc1ccccc1Br,-1,6.5,2,10,-5,-21,-2,2,i,0.2
CC(=Nc1ccc2c(c1)CCC2)c1c(O)n(-c2ccccc2)c(=O)[nH]c1=O,1,0.0,3,9,-3,-10,1,0,i,0.0
C[n+]1c(-c2ccccc2)sc2ccccc21,2,-0.6,0,30,5,-2,-2,-4,i,-1.0
CN1CCCN(C(=O)COc2ccccc2)CC1,-1,-3.3,-1,-10,0,-5,1,4,i,-0.1
CCOC(=O)[C@]12Cc3cc(Cl)ccc3[C@H]1N(CC(=O)OC)C(=O)c1ccccc12,0,-3.2,x,x,x,x,4,11,x,-0.1
O=C(C1CCCCC1)N1Cc2ccccc2-n2nncc2C1,3,-2.0,-1,-3,4,x,7,-3,i,-1.1
Cc1cccc(OP(=O)(Nc2cccnc2)Oc2cccc(C)c2)c1,-2,0.9,24,-3,1,-3,1,-1,i,0.1
Cc1ccc(N2CCNCC2C)cc1 (stereo not given),0,-2.0,0,5,2,7,-4,-4,i,-0.3
NP(=O)(OCC(F)(F)F)Oc1ccccc1 (stereo not given),6,-2.3,2,5,-2,28,7,-1,i,-0.3
c1ccc(CCNC2CCCCCC2)cc1,4,-3.3,3,-8,0,-4,1,4,i,0.6
COc1ccc(C(c2c(O)c3ccccc3oc2=O)c2c(C)n(C)n(-c3ccccc3)c2=O)cc1 (stereo not given),-4,0.8,2,3,0,-13,1,4,i,-0.2
C=CCn1c(O)c(C(C)=NCCC(c2ccccc2)c2ccccc2)c(=O)[nH]c1=O,2,0.0,2,12,-2,4,-5,1,i,-0.2
COc1cccc(C(c2nnnn2C(C)(C)C)N2CCC3(CC2)C(=O)NCN3c2ccccc2)c1OC (stereo not given),1,6.3,9,-5,1,x,4,6,i,1.0
CC1(C)OC(c2ccccc2)=C/C(=C/C=C2C(=O)NC(=O)NC2=O)O1,96*,20,-5,-115,47,2,4,-25,x,-0.4
COC(=O)c1ccc(CN2CCN(Cc3ccccc3)CC2)cc1,1,-2.2,-2,-12,0,-4,-7,-2,i,-0.4
Cc1cnc(NC(=O)CN2CCCCC2)s1,2,0.2,1,-12,2,-10,0,9,i,-1.0
Cc1cc(C(=O)N2CCC3(CC2)OCCO3)no1,-2,0.0,2,-1,2,-2,-3,6,i,-0.5
CN1C(=O)N(C)C(=O)C(CCc2ccncc2)(CCc2ccncc2)C1=O,8,-4.4,-1,0,3,-12,-5,-7,i,-0.4
CCC(=O)OC(Cc1ccccc1)(c1ccccc1)C(C)CN(C)C (stereo not given),0,-1.7,-1,4,-3,-9,1,3,i,0.0
CN(C)C(=O)Oc1ccc2oc(=O)cc(-c3cc4ccccc4o3)c2c1,-2,1.0,1,-7,-2,-11,-3,-34,i,-0.3
O=C(CNC(=O)c1ccc(Cl)cc1)Nc1ccc(Br)cc1C(=O)c1ccccc1,2,1.3,2,14,0,3,-1,7,i,-0.8
C=CC1CN2CCC1CC2c1[nH]c2ccccc2c1CCO (stereo not given),0,-1.3,-2,-9,4,-4,-4,2,i,-1.0
Cc1cc(OCC(=O)N2CCC(C(=O)NCC(C)C)CC2)c2c3c(c(=O)oc2c1)CCCC3,-2,-0.9,0,-6,1,-8,6,-34,i,0.4
O=[N+]([O-])c1ccc(N(CCO)CCO)c2c1no[n+]2[O-],-4,13,4,58,34,x,-5,-52,i,-0.3
Cc1c(C(=O)N2CCC3(CC2)OCCO3)oc2ccccc12,1,1.1,2,-2,1,-4,-2,4,i,-0.6
Cc1ccccc1-n1c(-c2ccco2)nc2ccccc2c1=O,-1,-0.3,-1,2,1,3,-4,-6,i,0.2
Cc1ccc(/C=C2\C(=O)NC(=O)N(CCc3ccc(F)cc3)C2=O)s1,17,-0.6,1,-31,9,-5,22,9,i,-0.2
C=CCNC(=O)c1c(N)n(Cc2ccco2)c2nc3ccccc3nc12,6,2.7,7,-3,102*,26,14,20,i,-0.5
O=C1C2CCCN2C(c2cccs2)N1c1ccccn1 (stereo not given),-1,-0.2,-2,-2,1,-2,-3,-4,i,-0.5
Cc1cc(/C=C2\C(=O)NC(=O)N(Cc3ccco3)C2=O)c(C)n1-c1ccc(O)cc1,49,7.3,-2,-17,73*,21,24,14,i,0.4
CCOc1ccc(CN2CCN(C(=O)Cc3ccccc3)CC2)cc1,1,-1.3,0,3,-2,-10,0,2,i,-0.3
Cn1c(O)c(C=Nc2ccc3c(c2)CCC3)c(=O)n(C)c1=O,2,1.4,1,14,0,-1,-7,-15,i,-0.4
NC(Cc1ccc(F)cc1)c1csc(Nc2ncccn2)n1 (stereo not given),-2,-0.4,2,-9,-2,x,-3,26,i,-0.2
Cc1cc(=O)oc2cc(OCC(=O)N3C[C@H]4C[C@@H](C3)c3cccc(=O)n3C4)ccc12,-2,-0.8,1,7,2,-1,2,6,i,0.2
CCOC(=O)[C@]12Cc3cc(C)ccc3[C@H]1N(C(C)C)C(=O)c1ccccc12,-4,2.1,x,x,x,x,-6,2,x,-0.2

# From PubChem BioAssay
